# Screens deposited in PubChem BioAssay by National Center for Advancing Translational Sciences (NCATS).
# p53 reactivation: re-activators of mutant p53 | H1299 p53-A138V BP100-luciferase reporter, luminescence, 24 h | Potency, µM (highest dose often 92.2 µM), for inactives: at the highest dose activity change, positive = activation, actives largely listed as activators | 0.063% of 320,000 active | AID 504706; note: potency is the fitted concentration of half-maximal effect; % of control where 0% means no effect; nearly all actives have a fitted effect of over 45% in size
#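 H1299 (p53-null), stable ts p53-A138V + BP100-Luc; 1000 cells/well, Opti-MEM/10% FBS; cpd 4 pt, 1:5; 24 h, 37 deg C, 5% CO2; detection reagent 10 min RT; luminescence.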
# BRCA1 expr up: activators of BRCA1 expression; MCF7-BRCA1-FFLuc reporter, luminescence, 48 h; response scale: scaled: vehicle 0%, 10 µM genistein 100%; Potency, µM (doses to about 46.1 µM), for the others: top-dose activation, most hits filed as activators; 1.1% of 380,000 active; AID 624202; note: potency is the fitted concentration of half-maximal effect; nearly all actives have a fitted effect of over 80% in size; some results filed as inactive show a strong effect at the top dose
#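 Cells: MCF7-BRCA1-FFLuc, 2000/well. Exposure: 48 h, 37 °C, 5% CO2. Read: luminescence, 15 min post-substrate. Controls: genistein 10 microM (maximal activation), DMSO (neutral).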
# Giardia kill: kills Giardia lamblia. Giardia lamblia trophozoite viability. activity change, % at 7.66 µM, hits read low. 0.15% of 340,000 active; in the data active = activity change below about -80%; inconclusive = between about -30% and that limit;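 note: parasites exposed to compound for two days anaerobically before the ATP read; % is set by controls: 0 for no effect and ±100 for the full control effect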
#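 Giardia lamblia trophozoites (100 cells/well) were incubated with compounds for 48 h at 37 deg C under anaerobic conditions. Viability was read as ATP content by one-step luminescence after 15-30 min at room temperature.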
# FLuc modulator: inhibits or activates purified firefly luciferase, miR-21 counter-screen. 6.9% of 360,000 active. Potency, µM (top dose mostly 57.5 µM), for inactives: at the top dose activity change, negative = inhibition, actives largely listed as inhibitors. P08659. purified FLuc, Km substrates, luminescence inhibition;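 note: potency is the fitted concentration of half-maximal effect; plate controls were vehicle for no effect and reference inhibitor for full effect; nearly all actives have a fitted effect of over 55% in size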
# Target sequence (P08659 whole entry, looked up): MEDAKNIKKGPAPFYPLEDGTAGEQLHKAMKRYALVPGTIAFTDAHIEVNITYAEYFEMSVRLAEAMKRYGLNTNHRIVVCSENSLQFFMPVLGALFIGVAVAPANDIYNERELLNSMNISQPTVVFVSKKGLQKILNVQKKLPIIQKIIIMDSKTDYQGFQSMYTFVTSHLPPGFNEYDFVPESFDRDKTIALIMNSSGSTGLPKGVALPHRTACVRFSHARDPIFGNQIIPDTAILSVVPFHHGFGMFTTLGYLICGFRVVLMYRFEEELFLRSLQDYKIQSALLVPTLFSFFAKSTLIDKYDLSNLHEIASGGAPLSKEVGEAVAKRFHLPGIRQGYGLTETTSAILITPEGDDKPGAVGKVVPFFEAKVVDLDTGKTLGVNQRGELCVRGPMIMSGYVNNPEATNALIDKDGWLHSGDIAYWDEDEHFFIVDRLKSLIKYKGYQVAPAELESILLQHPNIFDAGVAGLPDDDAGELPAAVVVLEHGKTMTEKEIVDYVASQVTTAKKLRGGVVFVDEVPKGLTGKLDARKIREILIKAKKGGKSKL
#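 Purified P. pyralis luciferase (10nM final) with 10uM D-luciferin and 10uM ATP (Km levels) in 50mM Tris acetate pH 7.5, 10mM Mg acetate, 0.01% Tween-20, 0.05% BSA; qHTS 6-point titration, ~60 µM downward; luminescence read.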
# RORgamma inh: ROR gamma (mouse) transcription inhibition. Potency, µM (highest dose often 53.6 µM), inactives show top-dose activity change, negative = inhibition, hits mostly inhibitors. AID 2551. Drosophila S2 Gal4-RORgamma UAS-luciferase reporter, 20 h. 5.4% of 310,000 active; note: potency is the fitted concentration of half-maximal effect; % is set by controls: 0 for no effect and ±100 for the full control effect; nearly all actives have a fitted effect of over 60% in size
#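 Luminescence from a UAS-regulated Photinus luciferase reporter in stably transfected Drosophila Schneider cells is measured; decreased signal marks ROR gamma inhibition. Fusion expression is induced by 700 uM copper sulfate for 20 hr.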
# Menin-MLL TR inh: inhibitors of human menin-MLL interaction, mutant MLL peptide. 0.23% of 270,000 active. O00255. Menin + Texas Red MLL mutant peptide, fluorescence polarization. Potency, µM (top dose mostly 61.6 µM), for inactives: at the top dose FP activity change, negative = inhibition, actives largely listed as inhibitors; active = well fitted inhibition curve with a large enough effect in the polarisation, with a control signal flat, not every such curve was filed as active; inconclusive = small, poorly fitted or top-dose-only effect, or effect the other way, or a change in a side signal; inactive = no such curve, though single readings can be large or run the other way; the % refers to the polarisation; note: potency is the fitted concentration of half-maximal effect; % of control where 0% means no effect; many of its hits are not listed in these tables
# ELG1 genotoxic: genotoxicity induction in ELG1-luciferase HEK293T cells; 1.3% of 330,000 active; HEK293T ELG1-luciferase reporter, luminescence, 16 h; Potency, µM (titrated, usually from 46 µM), inactives show at the highest dose activity change, positive = activation, actives largely listed as activators; AID 504466; note: potency is the fitted concentration of half-maximal effect; % of control where 0% means no effect; nearly all actives have a fitted effect of over 60% in size
#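 ELG1-luciferase HEK293T cells, 2,000/well; compound pinned in; 16 hr, 37 °C, 5% CO2; ONE-Glo, 30 min RT; luminescence on CCD imager.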
# VP16 counter: counter-screen for ROR gamma inhibitors: Gal4-VP16 reporter | Drosophila S2 Gal4-VP16 UAS-luciferase, luminescence, 20 h | Potency, µM (top dose mostly 53.6 µM), without a hit: at the top dose activity, negative = inhibition, hits mostly inhibitors | 3.5% of 310,000 active | AID 2546;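 note: Gal4-VP16 expression switched on by copper sulfate through the metallothionein promoter; potency is the fitted concentration of half-maximal effect; % is set by controls: 0 for no effect and ±100 for the full control effect; nearly all actives have a fitted effect of over 50% in size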
# Rab9 promoter act: activates the Rab9 promoter; Potency, µM (highest dose often 9.22 µM), inactives show at the top dose activation, negative = inhibition, hits mostly activators; Huh7 Rab9 promoter-luciferase reporter, luminescence, 24 h; AID 485297; 2.8% of 320,000 active; note: potency is the fitted concentration of half-maximal effect; % of control where 0% means no effect; nearly all actives have a fitted effect of over 60% in size
#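 Cells were plated at 1500 per well in reduced-serum medium with 10% FBS and left 2 h. Compound in DMSO was then added for 24 h at 37 °C. Reporter signal was read by luminescence after 10 min with luciferase detection reagent.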
# PKM2 activator: PKM2 (human) enzyme activation | 0.34% of 260,000 active | purified PKM2, Kinase-Glo ATP luminescence, activation; response scale: 0% is enzyme alone, no compound | AID 1631 | Potency, µM (series often up to 57.5 µM), for the others: top-dose activation, usual class: activators; note: potency is the fitted concentration of half-maximal effect; % is set by controls: 0 for no effect and ±100 for the full control effect; nearly all actives have a fitted effect of over 55% in size
# Target sequence (P14618 whole entry, looked up): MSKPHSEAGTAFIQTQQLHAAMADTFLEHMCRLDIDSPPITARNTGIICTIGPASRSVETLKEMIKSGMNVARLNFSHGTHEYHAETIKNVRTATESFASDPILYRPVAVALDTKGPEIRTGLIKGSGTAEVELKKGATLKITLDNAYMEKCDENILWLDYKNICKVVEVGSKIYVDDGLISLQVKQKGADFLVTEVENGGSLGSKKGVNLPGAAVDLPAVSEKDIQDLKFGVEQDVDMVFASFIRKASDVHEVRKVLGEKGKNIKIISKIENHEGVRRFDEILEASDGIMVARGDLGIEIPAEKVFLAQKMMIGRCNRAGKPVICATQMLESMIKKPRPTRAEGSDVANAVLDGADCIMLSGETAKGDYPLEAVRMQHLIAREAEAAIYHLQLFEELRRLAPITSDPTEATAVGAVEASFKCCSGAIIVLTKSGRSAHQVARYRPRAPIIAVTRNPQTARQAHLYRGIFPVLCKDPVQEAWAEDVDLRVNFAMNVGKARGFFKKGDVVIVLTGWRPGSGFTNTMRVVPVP
#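 Purified hPK-M2 (>95% pure) converted ADP (0.1 mM final) to ATP with 0.5 mM PEP in 50 mM imidazole pH7.2, KCl, MgCl2, Tween 20, BSA; 1 h at room temperature. ATP detected by Kinase-Glo luminescence.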
# NPC1 prom act: NPC1 promoter activation | Huh7 NPC1 promoter luciferase reporter, 24 h | 2.4% of 320,000 active | Potency, µM (series often up to 9.22 µM), for the others: top-dose activation, most hits filed as activators;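 note: potency is the fitted concentration of half-maximal effect; % of control where 0% means no effect; nearly all actives have a fitted effect of over 60% in size; reporter is driven by a mutant NPC1 promoter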
#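 Cells: Huh7 expressing luciferase under the NPC1 promoter, 1500/well. Seeded 2 h, compound added, incubated 24 h at 37 °C. Luciferase reagent, 10 min ambient, then luminescence.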
# * = called active by the depositor; ? = inconclusive; / = not tested or not shown; [ ] = remark or other dose. Unless noted, calls come from the whole dose curve; as a rule, active = well fitted curve in the direction sought with a large enough effect; inconclusive = small, poorly fitted or top-dose-only effect, or another doubt; inactive = no such curve, though single readings can be large; an effect the other way counts as inactive or inconclusive. These rows are one share of the data; rates above refer to the full screens.
nr	Structure	p53 reactivation	BRCA1 expr up	Giardia kill	FLuc modulator	RORgamma inh	Menin-MLL TR inh	ELG1 genotoxic	VP16 counter	Rab9 promoter act	PKM2 activator	NPC1 prom act
1	CCOC(=O)c1c(C)[nH]c(C(=O)COC(=O)CNC(=O)c2ccc(Br)cc2)c1C	20%	-1%	9	4%	?	3%	0%	-2%	0%	-1%	-3%
2	CC(=O)C(Cl)C(=O)Nc1ccccc1 (stereo not drawn)	-3%	-16%	-2	-1%	?	-6%	0%	?	-3%	6%	-4%
3	CCOc1ccc(C(=O)COC(C)=O)cc1	-4%	-1%	-8	?	23%	-6%	3%	11%	9%	2%	0%
4	O=C(Nc1nc2ccc(Cl)cc2s1)c1ccco1	?	?	-13	1.7µM*	?	/	?	?	1.3µM*	-9%	0.63µM*
5	Fc1ccc2nc(N3CCCC3)sc2c1	2%	?	19	12µM*	-16%	9%	?	-13%	?	-14%	2.2µM*
6	COc1cccc(CCNC(=O)CCc2nnc(-c3cc(C)oc3C)o2)c1	2%	-11%	-10	-3%	-10%	-15%	4%	4%	0%	/	0%
7	Cc1ccc(NC(=O)CSc2ccc3nnc(-c4cccnc4)n3n2)cc1	-5%	-2%	?	4%	12%	/	2%	2%	13%	-6%	-1%
8	CC(C)C[C@H](NC(=O)OC(C)(C)C)C(=O)N1CCC(C(=O)N[C@@H](Cc2c[nH]c3ccccc23)C(=O)O)CC1	-1%	0%	-3	0%	6%	13%	-1%	4%	-2%	/	-3%
9	Cc1c(C)n(Cc2ccc(Cl)cc2)c2ccc(C(=O)NCCN3CCOCC3)cc12	-9%	0%	-13	-13%	-22%	-12%	-6%	3%	-4%	/	0%
10	CCCOc1ccc(C2c3c(oc4cc(C)c(C)cc4c3=O)C(=O)N2CCCN(C)C)cc1 (stereo not drawn)	-4%	-26%	-10	2%	-15%	-10%	1%	-7%	0%	0%	-3%
11	Cc1cc(C)cc(C(=O)NCCN2CCOCC2)c1	-14%	1%	-10	0%	-11%	-7%	-5%	-1%	3%	12%[11.5 µM]	-2%
12	COc1cc(NC(=O)c2ccccc2-n2cnnn2)cc(OC)c1	-2%	-4%	3	-2%	/	/	0%	/	-3%	/	-2%
13	CCN(CC)/C(N)=N/c1nc(C)cc(C)n1	1%	0%	6	4%	-21%	8%	0%	1%	-6%	1%	-7%
14	COc1ccc(CNc2ccccc2SC)cc1OC	13%	-43%	6	?	-45%	-3%	27%	1%	-5%	3%	-5%
15	Cc1cc(=S)c2ccccc2[nH]1	-3%	-32%	22	-7%	-10%	/	-5%	3%	-6%	0%	-3%
16	COc1ccc(CCNC(=O)Cn2cnc3c(cnn3C(C)(C)C)c2=O)cc1OC	-4%	-2%	-2	5%	-1%	14%	-5%	6%	-1%	11%	2%
17	COc1ccc(CNC(=O)[C@H](C)N2C(=O)N3CCc4c([nH]c5ccccc45)[C@@]3(C)C2=O)cc1OC	/	-21%	16	4%	-12%	-8%	1%	-20%	-17%	-1%	-2%
18	CSc1nnnn1-c1ccc(C(=O)OCC(=O)N2CCOCC2)cc1	-1%	0%	-13	0%	4%	-5%	3%	-8%	0%	?	7%
19	COc1cc([N+](=O)[O-])ccc1NC(=O)Nn1cnnc1	6%	0%	25	1%	-10%	4%	4%	0%	7%	5%	-6%
20	Cc1ccccc1NC(=O)COc1ccc(Br)cc1CNCCCO	-4%	-11%	6	-2%	1%	8%	1%	-13%	-4%	-7%	-5%
21	CCN1CCN(Cc2ccc(NC(=O)c3ccc(C)c(NC(=O)c4nccnc4N)c3)cc2C(F)(F)F)CC1	0%	2%	-7	?	20%	/	-9%	4%	-13%	-16%	-5%
22	COc1ccc(CCNC(=O)c2cc3c(F)cccc3s2)cc1OC	-8%	2%	12	-11%	?	21%	-2%	10%	1%	-5%	2%
23	CC(C)C[C@H](NS(=O)(=O)c1ccc(Br)cc1)C(=O)O	1%	6%	-8	3%	-9%	4%	1%	-4%	2%	-21%	-1%
24	Cc1ccc(S(=O)(=O)N2CCOCC2)cc1NC(=O)CNCC1CCCCC1	-3%	-1%	10	-1%	40%	?	-6%	22%	-5%	0%	-8%
25	COc1ccc(C=NC(CO)C(O)c2ccc([N+](=O)[O-])cc2)cc1 (stereo not drawn)	1%	-1%	14	5%	16%	?	1%	-18%	/	0%	-2%
26	O=C(c1ccc(Cl)c([N+](=O)[O-])c1)N(Cc1ccccc1)C1CCS(=O)(=O)C1 (stereo not drawn)	3%	-20%	-9	-2%	24%	-1%	3%	11%	0%	0%	-7%
27	Cc1ccc(C2C(C#N)=C(N)Oc3c2oc(CO)cc3=O)o1 (stereo not drawn)	?	-21%	5	-6%	-28%	-5%	9%	-6%	?	-2%	17%
28	C=CCn1c(N)c(S(=O)(=O)c2cccs2)c2nc3ccccc3nc21	0%	-19%	2	-2%	?	-27%	0%	5%	8%	6%	-1%
29	CCc1noc2c1/C(=N\O)CC(c1ccccc1)C2 (stereo not drawn)	-7%	-28%	-19	0%	5%	1%	8%	9%	1%	3%	-2%
30	O=C(NCC(=O)N1CCN(c2ccccc2O)CC1)C1CCCCC1	6%	42%	0	-6%	/	/	-3%	/	4%	/	20%
31	COc1ccc(S(=O)(=O)N(C)CC(=O)Nc2ccc(C)cc2)cc1OC	7%	-1%	-4	-2%	3%	6%	-1%	-3%	-3%	-3%	-6%
32	Cc1ccc(C(=O)CSc2cc(C)[nH]c(=O)n2)cc1	28%	?	-17	13µM*	?	/	?	-9%	4µM*	/	3.2µM*
33	O=C(/C=C/c1ccco1)Nc1ccc(Oc2ccccc2)cc1	25%	?	-4	6µM*	?	?	5%	-10%	4µM*	-5%	4µM*
34	O=c1c2c(nc3nc(CCc4ccccc4)[nH]n13)CCC2	-6%	-1%	-8	-2%	38%	-6%	-1%	26%	-3%	1%	1%
35	COc1ccc(-c2cc(C(=O)OC(C)C(=O)Nc3c(C)n(C)n(-c4ccccc4)c3=O)c3ccccc3n2)cc1 (stereo not drawn)	1%	52%	4	13µM*	20%	-3%	0%	-21%	-1%	0%	1%
36	COc1cc(OC)c(/C=N/NC(=O)Cn2nc([N+](=O)[O-])cc2C)c(OC)c1	6%	-31%	6	1%	18%	/	3%	-8%	-1%	0%	-4%
37	CCc1c(C#N)c(SCCC(=O)Nc2cccc(OC)c2)nc2c1C(=O)CC(C)(C)C2	-9%	-4%	21	0%	-1%	/	-10%	1%	-8%	-5%	2%
38	c1ccc(CSCc2nc3ccccc3[nH]2)cc1	?	?	9	19µM*	-14%	5%	?	-6%	2.5µM*	3%	?
39	NC(=O)C(=O)NN=C1C2CC3CC(C2)CC1C3	4%	-3%	14	1%	-15%	-4%	0%	7%	1%	2%	?
40	COc1ccccc1CN1CC(C(=O)N(CCO)Cc2cccs2)CCC1=O (stereo not drawn)	7%	-16%	-5	-2%	-1%	/	2%	-4%	2%[1.84 µM]	-5%	3%
41	COc1cccc(-n2nnnc2SCC(=O)NCCc2ccccc2)c1	3%	-11%	-1	-2%	13%	0%	-2%	-4%	-8%	1%	-2%
42	O=C(CCCc1ccccc1)Nc1cccnc1Cl	1%	-1%	-2	-3%	-5%	-6%	3%	24%[10 µM]	-1%	2%	-2%
43	Fc1ccccc1CN(CCN1CCOCC1)C(=S)Nc1ccccc1Cl	3%	-44%	7	2%	?	20%	12%	?	-2%	-9%	-6%
44	Cc1cccc(NC(=S)N/N=C/c2ccc([N+](=O)[O-])s2)c1	-11%	-90%	-21	-3%	1.3µM*	?	-11%	3.2µM*	-14%	0%	-19%
45	COc1cccc(-c2ncc3ccccc3c2COC(=O)c2ccc(Br)cc2)c1	-8%	9%	7	14%	/	/	-2%	/	-10%	/	-5%
46	COc1ccc(-c2cn(-c3ccc(C)cc3)c(=O)n2CC(=O)Nc2cccc(F)c2)cc1	3%	8%	-7	-14%	?	1%	1%	-25%	-3%	-4%	-4%
47	COc1ccccc1OCC(=O)Nc1cc(C)ccc1NC(=O)c1ccco1	-5%	10%	13	0%	0%	/	-3%	2%	-5%	0%	0%
48	CCc1cccc2c(C(=O)COC(=O)c3ccc(O)cc3)c[nH]c12	16%	32%	2	?	15%	?	6%	5%	-4%	-2%	12%
